CHT PAM = allosteric activators of human choline transporter CHT. Q9GZV3. CHT-expressing cells, membrane potential dye, choline EC20; stronger effect = higher value; LV-AA mutant CHT in HEK293 cells. B-score at 10 µM. 310,000 tested, 0.49% active. AID 488977;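 active = initial fluorescence not abnormally high and integrated response B-score, plate-corrected, over 3 SD above library mean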
Target sequence (Q9GZV3 whole entry, looked up): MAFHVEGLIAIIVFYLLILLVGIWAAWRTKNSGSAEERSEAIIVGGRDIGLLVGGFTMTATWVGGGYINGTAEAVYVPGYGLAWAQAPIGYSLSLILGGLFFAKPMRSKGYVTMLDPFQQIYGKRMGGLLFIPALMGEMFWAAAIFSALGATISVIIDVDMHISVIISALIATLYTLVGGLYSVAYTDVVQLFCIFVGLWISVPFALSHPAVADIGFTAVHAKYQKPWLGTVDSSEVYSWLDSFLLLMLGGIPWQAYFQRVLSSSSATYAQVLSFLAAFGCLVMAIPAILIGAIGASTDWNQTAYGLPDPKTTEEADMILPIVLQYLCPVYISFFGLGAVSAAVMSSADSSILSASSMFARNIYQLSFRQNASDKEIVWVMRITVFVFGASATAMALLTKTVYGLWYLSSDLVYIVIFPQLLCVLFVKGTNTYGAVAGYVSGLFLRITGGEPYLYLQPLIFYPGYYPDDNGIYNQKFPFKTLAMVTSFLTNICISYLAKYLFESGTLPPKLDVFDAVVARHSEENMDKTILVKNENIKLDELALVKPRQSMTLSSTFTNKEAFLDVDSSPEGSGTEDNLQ
CHT block = inhibitors of human choline transporter CHT; Q9GZV3; 310,000 tested, 0.86% active; AID 488975; CHT-expressing cells, membrane potential dye, choline response; stronger effect = lower value; B-score at 10 µM;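 active = B-score over 3 SD under the library average, and starting fluorescence ratio not unusually high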;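 also: choline stimulus applied at its EC90 after an EC20 pre-addition; B-score computed on integrated fluorescence ratio after choline addition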
* = called active by the depositor; i = inactive.

canonical_smiles | CHT PAM | CHT block
COc1ccc(C2CC(c3cccs3)=NN2C(=O)CSc2nncn2C)cc1OC (centres undefined) | i | i
CN(CC1CCCO1)S(=O)(=O)c1ccc(C(=O)N2CCN(c3ccccc3)CC2)cc1 (centres undefined) | i | i
CC(Sc1nnc(-c2cccnc2)n1C)C(=O)N1CCOCC1 (centres undefined) | i | i
Cn1c(SCC2CCCO2)nnc1-c1ccncc1 (centres undefined) | i | i
CN(Cc1nc2ccccc2n1C)S(C)(=O)=O | i | i
CC(=O)c1cccc(NC(=S)N2CCN(CCN3C(=O)c4cccc5cccc(c45)C3=O)CC2)c1 | i | i
O=C(NC1CCCC1)C(c1ccco1)N(C(=O)c1ccco1)c1ccccc1 (centres undefined) | i | i
CCOc1cc(/C=N/NC(=O)c2ccc(O)cc2)ccc1Oc1nc(Cl)ncc1F | i | i
O=c1c2ccccc2[nH]c(=S)n1CCC1=CCCCC1 | i | i
COc1cccc(C2NC(=O)NC(C)=C2C(=O)Nc2cc(OC)ccc2OC)c1 (centres undefined) | i | i
CCC[C@H]1COCCS(=O)(=O)N1Cc1ccccc1 | i | i
CS(=O)(=O)N(CC(=O)O)c1cccc(Cl)c1 | i | i
CC(=O)NC(=O)NC1CSCC1OC(C)=O (centres undefined) | i | i
CC(=O)c1c(C)nc(-c2ccc(OCC(=O)Nc3ccccc3)cc2)n1O | i | i
Cc1ccc(NC(=O)COC(=O)C(CC(C)C)N2C(=O)C3CC=CCC3C2=O)c(C)c1 (centres undefined) | i | i
O=C(Nc1ccc(S(=O)(=O)N2CCCC2)cc1)C1COc2ccccc2O1 (centres undefined) | i | i
Cc1cccc(N(CC(N)=O)C2SC(=O)NC2=O)c1 (centres undefined) | i | i
O=C(/C=C/c1ccco1)NC(=S)Nc1cc(-c2nc3ccccc3s2)ccc1Cl | i | i
CCCCN1CCNC[C@H]1Cc1ccc(O)cc1 | i | i
Cc1nc2ccccc2c(=O)n1/N=C/c1ccccc1OC(F)F | i | i
COc1ccc(-n2cnnc2SCC(=O)Nc2ccc(N3CCOCC3)cc2)cc1 | i | i
Cc1oc2c(c(C)cc3oc(=O)c(CC(=O)N[C@@H](CC(C)C)C(=O)O)c(C)c32)c1C | i | i
C#CCOc1ccc2c3c(c(=O)oc2c1)CCCC3 | i | i
COc1ccc(-c2ccc(/C=C(\NC(=O)c3ccccc3)C(=O)N3CCOCC3)o2)cc1 | i | i
O=C(c1ccc([N+](=O)[O-])s1)N1CCc2ccccc21 | i | i
COc1ccc(NC(=O)C2CC(=O)N/C(=N/N=C/c3ccccc3)S2)cc1 (centres undefined) | i | i
Cc1cc(C(=O)CN2CC(C)OC(C)C2)c(C)n1-c1ccccc1 (centres undefined) | i | i
CCOC(=O)CSC1=C(C#N)C(=O)NC(c2ccc(OC)c(OC)c2)S1 (centres undefined) | i | i
Cc1[nH]n(-c2ccccc2)c(=O)c1N=Nc1ccc(C#N)cc1 | i | i
COCCN(C(C)=O)c1nnc(-c2cnccn2)s1 | i | i
O=C(CSc1nc(-c2ccccc2)cc(=O)[nH]1)NCc1ccc2c(c1)OCO2 | i | i
O=C(O)c1cc(C(=O)O)cc(N2C(=O)CSC2=S)c1 | i | i
C/C(Cc1ccccc1)=N\NC(=O)c1cccnc1 | i | i
NS(=O)(=O)c1ccc(CCNC(=O)CNC(=O)c2ccccc2Br)cc1 | i | i
NNc1nc2c(Cl)c(Cl)ccc2s1 | i | i
COc1cccc(C(=O)NCC2CCCN2S(=O)(=O)c2ccccc2)c1 (centres undefined) | i | i
S=C(Nc1ccccc1)Nc1nc2ccccc2n1CCOc1ccc(Br)cc1 | i | i
COc1ccc(-c2nc3ncccc3n2O)cc1 | i | i
COc1ccc2c(c1)[nH]c1c(=O)n(/N=C/c3ccc(OC)c(COc4ccccn4)c3)cnc12 | i | i
CSC1=N/C(=C\c2ccc(Cl)cc2)C(=O)N1N(C)C | i | i
Cc1nc2ccc(S(=O)(=O)NC(C(=O)Nc3nccs3)C(C)C)cc2s1 (centres undefined) | i | i
CN(C)/C=C/C(=O)c1ccc(C(F)(F)F)cc1F | i | i
COc1ccccc1C(=O)NC(CCSC)C(=O)N1CCC(Cc2ccccc2)CC1 (centres undefined) | i | i
O=C1Cc2ccccc2C(=O)N1Cc1ccccc1 | i | i
CCOc1ccc2nc(SCC(=O)c3ccc(C)s3)sc2c1 | i | i
O=C(c1cc2ccccc2o1)n1nnc2ccccc21 | i | i
COc1ccccc1NC(=O)CSc1nc(O)cc(=O)[nH]1 | i | i
COC(=O)Nc1ccc(Cn2cc(C(F)(F)F)ccc2=O)cc1 | i | i
CCCCn1c(=N)n(CC(=O)c2ccco2)c2ccccc21 | i | i
C=CCOC(=O)/C(=C\c1cccc2ccccc12)NC(=O)c1ccccc1 | i | i
O=C1CCN(CCCc2ccccc2)CCN1[C@H](CO)c1ccccc1 | i | i
Clc1ccc(Nc2ccc(-n3ccnc3)nn2)cc1Cl | i | i
Cc1cc(=O)oc(C)c1C(=O)NCCCN1CCN(c2ccccc2F)CC1 | i | i
COc1ccc(NC(=O)CCNC(=O)c2ccco2)c(OC)c1 | i | i
Cc1nn(-c2ccc(F)cc2)c2nc(N)c(C#N)c(-c3cccs3)c12 | i | i
O=c1c2ccccc2nc2n1C(CSc1ccc(F)cc1)CS2 (centres undefined) | i | i
COc1ccc(-c2cc(=O)oc3cc(OC(C)C(=O)NC4CC4)ccc23)cc1 (centres undefined) | i | i
COC(=O)c1[nH]c2ccc(C)cc2c1NC(=O)C1=COCCO1 | i | i
CCN(CC)CCNC(=O)c1ccc(CS(=O)(=O)c2ccccc2C)o1 | i | i
O=c1cc(O)nc(SCc2ccccc2)n1-c1ccc(Cl)cc1 | i | i

The list goes on.
Values run as follows: CHT PAM | CHT block
COc1ccc(Cl)cc1S(=O)(=O)N1CCC(O)(c2ccc(Cl)cc2)CC1
→ i | i
CN1CCN(C(=O)c2ccccc2NC(=O)c2cccc(Cl)c2)CC1
→ i | i
COc1ccc(/C(N)=N/OC(=O)c2cccc([N+](=O)[O-])c2)cc1
→ i | i
COCCCN1C(=O)c2ccc(C(=O)N3CCN(c4ccc(OC)cc4)CC3)cc2C1=O
→ i | i
O=C(N/N=C1\CCCc2c1[nH]c1ccc(Cl)cc21)c1ccncc1
→ i | i
O=C(O)c1cccc(Nc2nc(N3CCOCC3)nc(N3CCOCC3)n2)c1
→ i | i
CCOC(=O)c1c(-c2ccc(Cl)cc2)csc1NC(=O)CNCc1ccco1
→ i | i
COc1cc(OC)cc(N2C(=O)CC(N3CCC(C(=O)N4CCCCC4)CC3)C2=O)c1 (centres undefined)
→ i | i
CN1CCN(Cn2cc(/C=C/C(=O)c3ccccc3)c3ccccc32)CC1
→ i | i
O=C(CN(C(=O)c1csnn1)c1ccccc1C(F)(F)F)NCc1ccccc1
→ i | i
O=C(CNC(=S)N(Cc1ccccc1)Cc1cccnc1)NC1CC1
→ i | i
COC(=O)C1Cc2ccccc2CN1S(=O)(=O)c1ccc(C)cc1 (centres undefined)
→ i | i
O=C(O)CSCC(=O)NCc1ccccc1
→ i | i
O=C(CCCCCNC(=S)Nc1ccc(Cl)cc1)C[N+](=O)[O-]
→ i | i
O=C1CCc2cc(S(=O)(=O)N3CCC(C(=O)NC4CCCc5ccccc54)CC3)ccc2N1 (centres undefined)
→ i | i

A draw from above in order of SMILES length, low to high:
Values run as follows: CHT PAM | CHT block
O=C(O)CSCC(=O)NCc1ccccc1
→ i | i
COC(=O)C1Cc2ccccc2CN1S(=O)(=O)c1ccc(C)cc1 (centres undefined)
→ i | i
CN1CCN(C(=O)c2ccccc2NC(=O)c2cccc(Cl)c2)CC1
→ i | i
O=C1CCc2cc(S(=O)(=O)N3CCC(C(=O)NC4CCCc5ccccc54)CC3)ccc2N1 (centres undefined)
→ i | i

Some of the entries so far, as labelled records.
O=C(CNC(=S)N(Cc1ccccc1)Cc1cccnc1)NC1CC1
  CHT PAM: i
  CHT block: i

COC(=O)C1Cc2ccccc2CN1S(=O)(=O)c1ccc(C)cc1 (centres undefined)
  CHT PAM: i
  CHT block: i

Next entries follow.
Values run as follows: CHT PAM | CHT block
CC(C)(C)OC(=O)CN1c2cccc3cccc(c23)S1(=O)=O
→ i | i
COc1ccc(OC)c(C(=O)c2coc3ccc(O)cc23)c1
→ i | i
CN1CCN(C2CC(=O)N(Cc3ccc(N4CCCC4=O)cc3)C2=O)CC1 (centres undefined)
→ i | i
CCn1cc(C(=O)Nc2cccc(C(=O)OC)c2)c(=O)c2ccc(C)nc21
→ i | i
COC(=O)c1sc2nc(-c3ccccc3)c3c(c2c1N)CCCC3
→ i | i
Cc1ccc(OCCC(=O)OCC(=O)Nc2ccccc2)cc1
→ i | i
COc1ccc(NC(=O)N2CCCC2C(=O)NC23CC4CC(CC(C4)C2)C3)cc1 (centres undefined)
→ i | i
Cc1ccc(CN2CC(C(=O)Nc3ncccc3C)CC2=O)cc1 (centres undefined)
→ i | i
CS(=O)(=O)Nc1ccccc1C(=O)c1ccccc1
→ i | i
CCC1CCCCN1C(=O)CCNC(=O)Cn1cnc2ccccc2c1=O (centres undefined)
→ i | i
Cc1cc(C)n(C(=O)c2c([N+](=O)[O-])cnn2C)n1
→ i | i
N#Cc1ccccc1OCC(=O)N1CCc2ccccc2C1
→ i | i
CCCCN(C(=O)C(C)Oc1ccc(Br)cc1)c1c(N)n(Cc2ccccc2)c(=O)[nH]c1=O (centres undefined)
→ i | i
COc1cc(C(=O)Nc2nncs2)cc(OC)c1OC
→ i | i
CCC(c1nnnn1Cc1ccc2c(c1)OCO2)N1CCN(c2ccccc2)CC1 (centres undefined)
→ i | i
CCCCN(C(=O)NCCCCCCNC(=O)N(CCCC)C1CCS(=O)(=O)C1)C1CCS(=O)(=O)C1 (centres undefined)
→ i | i
O=C(Nc1ccc(Cl)c([N+](=O)[O-])c1)C(Sc1ccccc1)c1ccccc1 (centres undefined)
→ i | i
Cc1nc(Nc2ccccc2)sc1C(=O)c1ccc(F)cc1
→ i | i
CCOC(=O)c1nnn(-c2nc(OC)nc(N3CCCC3)n2)c1-c1ccccc1
→ i | i
O=C(CCN1CCOCC1)c1ccc(Br)cc1
→ i | i
CC(C)CN1C(=O)c2ccc(C(=O)Nc3ccc(OCC(=O)O)cc3)cc2C1=O
→ i | i
CC(=O)c1ccc(NC(=O)C(C)OC(=O)CCCN=C2NS(=O)(=O)c3ccccc32)cc1 (centres undefined)
→ i | i
c1ccc2c(c1)oc1c(NCCN3CCOCC3)ncnc12
→ i | i
COc1ccc(C(=O)N/C(=C\c2ccccc2)C(=O)NCc2cccnc2)cc1
→ i | i
O=C(c1ccccc1)N(C1=NCCCCS1)c1ccccc1
→ i | i
COc1ccc(/C=C/C(=O)Nc2nc(C)c(C(=O)N(C)C)s2)cc1
→ i | i
CC1CCc2c(C(=O)Nc3ccc(N4CCOCC4)cc3)csc2C1 (centres undefined)
→ i | i
CCOc1cc2[nH]c(=S)n(CCC(=O)NCc3ccco3)c(=O)c2cc1OCC
→ i | i
CC(C)(C)NC(=O)/C(=C\c1cccnc1)NC(=O)c1ccco1
→ i | i
CCOC(=O)CSc1nnc(Cn2c(=O)sc3ccccc32)n1-c1ccccc1C
→ i | i
O=C(Nc1cccc(C(=O)N2CCCC2)c1)c1ccccc1Cl
→ i | i
CSc1ccccc1C(=O)C1CCCN(C(=O)CCc2cccnc2)C1 (centres undefined)
→ i | i
Cc1cc(=O)oc2cc(OC(C)C(=O)Nc3ccc(N4CCCCC4)cc3)ccc12 (centres undefined)
→ i | i
COc1ccc(OC)c(C2=Nn3c(nnc3-c3ccncc3)SC2)c1
→ i | i
Oc1ccc(/C=N/NC2=NCCCCC2)c(O)c1
→ i | i
Cc1cccnc1NC(=O)Nc1cccc(C(F)(F)F)c1
→ i | i
O=C(NNC(=O)c1ccc(SCC2CCCO2)c([N+](=O)[O-])c1)c1ccc(Cl)c([N+](=O)[O-])c1 (centres undefined)
→ i | i
CC(C)C(=O)Nc1cccnc1
→ i | i
O=C(N/N=C/c1cccnc1)c1ccccc1NS(=O)(=O)c1cccs1
→ i | i
Cc1cc(CN2CCCCC2C(=O)Nc2ccc(Oc3cccnc3)cc2)oc1C (centres undefined)
→ i | i
Cc1cccn2c(=O)c(C=NCCO)c(NCc3ccco3)nc12
→ i | i
Cc1cc(NS(=O)(=O)c2ccc(NC(=O)c3cnc4scc(C)n4c3=O)cc2)nc(C)n1
→ 6.2* | i
O=C(N(c1ccccn1)c1ccccn1)C12CC3CC(CC(Cl)(C3)C1)C2
→ i | i
COC(=O)c1cnc2c(c1C(=O)OC)c(=O)n(C)c(=O)n2C
→ i | i
N/C(=N\OC(=O)COc1ccc2ccccc2c1)c1ccncc1
→ i | i
C=CCOc1ccc(/C(O)=C2/C(=O)C(=O)N(CCCn3ccnc3)C2c2cccs2)cc1 (centres undefined)
→ i | i
CCOC(=O)c1ccc(S(=O)(=O)NC2CC2)cc1
→ i | i
CC(=O)c1c(O)cc(C)n(Cc2ccccc2)c1=O
→ i | i
CC1CCCC(C)N1/N=C/c1cc(Br)cc(Br)c1O (centres undefined)
→ i | i
CCOc1cc(S(=O)(=O)NC2CCCCC2)ccc1F
→ i | i
O=C(CCN1C(=O)[C@@H]2Cc3ccccc3CN2C1=O)N[C@@H](C(=O)O)c1ccccc1
→ i | i

Another view of three compounds above:
Structure: CCOC(=O)c1ccc(S(=O)(=O)NC2CC2)cc1
  CHT PAM: i	CHT block: i

Structure: CC(=O)c1c(O)cc(C)n(Cc2ccccc2)c1=O
  CHT PAM: i	CHT block: i

Structure: CC1CCCC(C)N1/N=C/c1cc(Br)cc(Br)c1O (centres undefined)
  CHT PAM: i	CHT block: i

Bioassay records (PubChem BioAssay)
